IDH1 R132H inh: blocks human mutant IDH1 R132H enzyme; IDH1-R132H enzyme, NADPH consumption, diaphorase/resazurin fluorescence; Potency, µM (doses to about 76.6 µM), without a hit: at the top dose activity change, negative = inhibition, actives largely listed as inhibitors; 0.093% of 390,000 active; further: potency means the concentration at half of the fitted maximal effect; on the % scale 0 is the no-effect control and ±100 the full control effect; nearly all actives have a fitted effect of over 65% in size
Target sequence (O75874 whole entry R132H, stated change not applied): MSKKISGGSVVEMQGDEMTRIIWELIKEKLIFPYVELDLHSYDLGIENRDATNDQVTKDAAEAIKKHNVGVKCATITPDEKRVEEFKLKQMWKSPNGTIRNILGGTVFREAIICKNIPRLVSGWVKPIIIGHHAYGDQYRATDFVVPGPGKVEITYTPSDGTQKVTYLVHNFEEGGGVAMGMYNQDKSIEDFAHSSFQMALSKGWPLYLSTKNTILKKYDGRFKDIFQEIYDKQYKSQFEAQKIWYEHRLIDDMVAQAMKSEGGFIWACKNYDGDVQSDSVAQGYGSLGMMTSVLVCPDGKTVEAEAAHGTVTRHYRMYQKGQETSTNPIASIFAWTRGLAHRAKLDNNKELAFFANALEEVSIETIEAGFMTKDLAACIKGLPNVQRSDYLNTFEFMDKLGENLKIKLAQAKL
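IDH1-R132H (0.5 ug/mL dispensed) in pH 7.5 Tris buffer was preincubated 30 min with compound, then given a substrate mix of 0.016 mM NADPH and 2 mM alpha-KG for 80 min at room temperature; remaining NADPH was read by diaphorase/resazurin fluorescence.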
USP1 inh: inhibitors of human USP1/UAF1 deubiquitinase; O94782; recombinant USP1/UAF1, Ub-Rhodamine cleavage fluorescence; Potency, µM (titrated, usually from 57.1 µM), for inactives: top-dose activity change, negative = inhibition, hits mostly inhibitors; 0.23% of 390,000 active; AID 743255; further: potency means the concentration at half of the fitted maximal effect; on the % scale 0 is the no-effect control and ±100 the full control effect; nearly all actives have a fitted effect of over 60% in size; inactives centre near -12
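In this screen, compounds sit with the deubiquitinase complex (1nM) for 15 min at room temperature before Ub-Rho is added at 150nM final. Fluorescence rise is then followed for 6 reads every 60 seconds.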
Glioma ERSR ind: ER stress response induction in glioma | U87-MG GRP78 promoter luciferase reporter, 16 h | Potency, µM, without a hit: top-dose activation, usual class: activators | 0.02% of 420,000 active | AID 602332; further: potency means the concentration at half of the fitted maximal effect; series mostly up to about 76 µM; % of control where 0% means no effect; nearly all actives have a fitted effect of over 35% in size
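Stably transfected U87-MG human glioma cells carrying a GRP78-based luminescent sensor were seeded at 1000 cells/well, pin-dosed with compounds and incubated 16 h. Luciferase reagent was then added, and end-point luminescence was read after 10 min at room temperature.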
Vif-APOBEC3G blk: Vif-A3G binding inhibition | 0.076% of 410,000 active | Potency, µM (titrated, usually from 46.1 µM), for inactives: at the top dose activity, negative = active, most hits filed as inhibitors | HeLa A3G-eYFP + Vif (tagged APOBEC3G with the HIV-1 protein that degrades it), YFP fluorescence, overnight | AID 602310 | Q9HC16;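 further: potency means the concentration at half of the fitted maximal effect; on the % scale 0 is the no-effect control and ±100 the full control effect; nearly all actives have a fitted effect of over 60% in size; hits raise eYFP signal because A3G escapes Vif-driven loss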
Target sequence (Q9HC16 whole entry, looked up): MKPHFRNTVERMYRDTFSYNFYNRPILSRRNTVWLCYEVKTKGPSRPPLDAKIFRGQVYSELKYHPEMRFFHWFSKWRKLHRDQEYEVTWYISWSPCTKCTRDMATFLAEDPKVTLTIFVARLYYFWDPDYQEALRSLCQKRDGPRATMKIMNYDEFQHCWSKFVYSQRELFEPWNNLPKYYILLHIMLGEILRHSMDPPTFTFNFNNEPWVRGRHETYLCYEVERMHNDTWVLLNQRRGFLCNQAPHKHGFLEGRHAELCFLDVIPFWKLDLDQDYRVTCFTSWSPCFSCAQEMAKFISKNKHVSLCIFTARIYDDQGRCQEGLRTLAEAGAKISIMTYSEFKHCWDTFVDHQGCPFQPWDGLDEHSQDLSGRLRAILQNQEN
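HeLa cells stably expressing Vif and C-terminally eYFP-tagged A3G, seeded overnight at 37 deg C, then exposed to compound by pintool overnight at 37 deg C. Rise in yellow fluorescence (Ex 488/Em 500-530, Acumen) marks blocked Vif-driven A3G degradation.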
LDHA block: inhibitors of human lactate dehydrogenase A; AID 1347041; activity change, % (values are at about 110 or 230 µM); 0.15% of 480,000 active; P00338; purified LDHA, NADH/diaphorase-resazurin fluorescence; hits give low values; in the data active means activity change below about -30%; inconclusive means mostly about -25% to -30%;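 further: plate controls were DMSO wells for no effect and wells without enzyme for full effect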
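Enzyme activity of human lactate dehydrogenase 5 (2 nM; 0.06 mM NADH, 0.2 mM pyruvate, 5 min, RT) is measured via a resazurin/diaphorase fluorescence readout of residual NADH.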
TrxR1 substrate: substrates of rat thioredoxin reductase 1 | O89049 | purified TrxR1 substrate turnover, NADPH consumption readout | Potency, µM (series often up to 114 µM), without a hit: at the top dose activity change, negative = substrate turnover | 0.01% of 390,000 active | AID 588456; further: potency means the concentration at half of the fitted maximal effect; on the % scale 0 is the no-effect control and ±100 the full control effect; nearly all actives have a fitted effect of over 50% in size
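Rat TrxR1, dispensed at 90 nM, was prereduced with 400 uM NADPH (final) for 5 min at ~22 deg C, then incubated with compound 15 min before 400 uM selenite. A first-read NADPH fluorescence drop versus no-compound background flagged substrates.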
Vif-APOBEC3F blk: inhibitors of Vif-A3F interaction; HeLa A3F-eYFP + Vif (tagged APOBEC3F with the HIV-1 protein that degrades it), YFP fluorescence increase; Potency, µM (series often up to 46.1 µM), without a hit: at the highest dose activity, negative = active; 0.2% of 390,000 active; further: potency means the concentration at half of the fitted maximal effect; % of control where 0% means no effect; nearly all actives have a fitted effect of over 65% in size
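HeLa cells stably expressing A3F-eYFP plus Vif, plated and incubated overnight at 37 deg C, then exposed to compounds overnight at 37 deg C. Blocked degradation read as raised yellow fluorescence (Ex 488/Em 500-530).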
RGS4 inh: inhibitors of human regulator of G protein signaling 4. P49798. 0.039% of 390,000 active. Potency, µM (titrated, usually from 114 µM), for the others: top-dose activity change, negative = inhibition, most hits filed as inhibitors. Transcreener GDP fluorescence polarization, RGS4-accelerated GTP hydrolysis; further: potency means the concentration at half of the fitted maximal effect; on the % scale 0 is the no-effect control and ±100 the full control effect; nearly all actives have a fitted effect of over 75% in size; some results filed as inactive show a strong effect at the top dose
Target sequence (P49798 whole entry, looked up): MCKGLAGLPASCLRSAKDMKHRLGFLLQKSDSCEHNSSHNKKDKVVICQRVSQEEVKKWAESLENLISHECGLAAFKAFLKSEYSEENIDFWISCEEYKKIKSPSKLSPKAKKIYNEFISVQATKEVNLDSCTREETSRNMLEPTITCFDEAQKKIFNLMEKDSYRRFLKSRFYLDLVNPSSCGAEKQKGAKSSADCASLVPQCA
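MLSMR compounds (23 nl, pin-transferred) preincubated 10 min at room temperature with a 500nM (2x) first reagent, then RGS4 at 900nM (2x) plus Transcreener GDP mix added; fluorescence polarization (620/688 nm) read before and after 90 min at 30 °C.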
TrxR1 inh: inhibitors of rat thioredoxin reductase 1; Potency, µM (highest dose often 114 µM), inactives show top-dose activity change, negative = inhibition, hits mostly inhibitors; O89049; 1% of 390,000 active; recombinant rTrxR1, NADPH fluorescence consumption, selenite substrate; further: potency means the concentration at half of the fitted maximal effect; on the % scale 0 is the no-effect control and ±100 the full control effect; nearly all actives have a fitted effect of over 65% in size
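Rat TrxR1 (90 nM in the dispensed reagent) was pre-reduced with 400 uM NADPH for 5 min at room temperature, then incubated with compound for 15 min. After 400 uM selenite was added, NADPH fluorescence (Ex 340/Em 450 nm) was followed for 8 min.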
* marks the source's active call; other numbers are inactive results; ? = inconclusive; . = no result given; & = joins results of further samples; [ ] = another dose, or the depositor's remark. Unless noted, the call rests on the fitted dose curve; in most records, active means well fitted curve in the direction sought with a large enough effect; inconclusive means small, poorly fitted or top-dose-only effect, or another doubt; inactive means no such curve, though single readings can be large; an effect the other way counts as inactive or inconclusive. Some of the compounds tested (hit frequency here may not be typical).

| mol | IDH1 R132H inh | USP1 inh | Glioma ERSR ind | Vif-APOBEC3G blk | LDHA block | TrxR1 substrate | Vif-APOBEC3F blk | RGS4 inh | TrxR1 inh |
| --- | --- | --- | --- | --- | --- | --- | --- | --- | --- |
| COc1ccccc1Nc1nc(NCCC(C)C)nc(N)c1[N+](=O)[O-] | -4.1% | -9.0% | -0.2% | 1.6% | -1.3 | -19.1% | -7.2% | -10.0% | -23.3% |
| COc1ccc(C(CNC(=O)c2ccc(S(=O)(=O)N3CCCC3)cc2)N(C)C)cc1OC (stereo not drawn) | 3.3% | -1.1% | 4.7% | -3.0% | -4.7 | 9.8%[57.1 µM] | 2.0% | -15.9% | -3.7%[57.1 µM] |
| O=C(CN1C(=O)C2(SCC(=O)N2c2cccc(Cl)c2)c2ccccc21)NC1CCCCC1 (stereo not drawn) | -0.5% | ? | -5.2% | -1.3% | 6.1 | -1.9% | -1.1% | -15.9% | 16.3% |
| C/C(=N/NC(=O)CN1CCN(Cc2ccccc2Cl)CC1)c1ccncc1 | 11.0% | -18.2% | -3.0% | 0.7% | -4.6 | -4.6% | -11.2% | -29.9% | -15.3% |
| Cc1cc(N2CCOCC2)ccc1/C=C1\NC(=O)N(Cc2ccccc2)C1=O | -6.1% | -24.4% | -4.7% | 9.3% | -0.5 | -2.9% | -27.1% | 4.8% | 9.3% |
| O=c1[nH][nH]c(=O)c(Cl)c1Cl | -1.9% | -20.1% | 1.0% | -0.3% | -5.1 | 10.7%[2.29 µM] | 1.6% | -4.6% | 29.2%[57.1 µM] |
| Cc1ccccc1NC(=O)CSc1nc(=O)n(CCN2CCOCC2)c2c1CCCC2 | 3.1% | -15.3% | -3.1% | -0.7% | -3.4 | 8.8% | -7.9% | 9.5% | 20.3% |
| Cc1ccc(C(=O)Nc2ccc(N3CCOCC3)cc2)cc1S(=O)(=O)N1CCCCC1 | -6.9% | -23.0% | -2.0% | -7.0% | 3.0 | -5.6% | -2.5% | -11.8% | -6.4% |
| O=C(CN(Cc1cccs1)S(=O)(=O)c1ccc(S(=O)(=O)NC2CCCCC2)cc1)Nc1ccccc1 | 5.2% | -11.6% | -2.2% | -8.3% | -4.5 | 0.0% | -10.3% | 10.8% | 10.1% |
| NC(N)=NC(=O)c1nc(Cl)c(N2CCCCCC2)nc1N | 6.5% | ? | -0.3%&-1.6%&-5.0% | -19.1% | -5.9&5.2 | ? | 7.0% | ? | -9.0%[57.1 µM] |
| COc1cccc(-c2cc(=O)[nH][nH]2)c1 | 4.2% | -13.3% | 2.6% | 0.1% | 7.1 | 3.7% | -6.7% | 4.5% | 24.9% |
| CC(C)C(NC(=O)c1ccc(F)cc1)C(=O)N1CCC1 (stereo not drawn) | 13.1% | -16.5% | -3.6% | -0.5% | 2.2 | 2.5% | 0.4% | -9.3% | 10.2% |
| COc1ccc(NC(=O)c2noc3c2CCC3)cc1 | 3.7% | -10.5% | 3.5% | -0.7% | 2.9 | -3.7%[57.1 µM] | 0.5% | -6.5% | -24.5%[57.1 µM] |
| CCCc1nc2ccccc2c(C(=O)OC(C)C(=O)NCc2ccc3c(c2)OCO3)c1CC (stereo not drawn) | 4.9% | -19.7% | -2.0% | -8.2% | 4.3 | -6.2% | 3.1% | -2.0% | 6.7% |
| CCOC(=O)CN(c1ccccc1C)S(=O)(=O)c1ccc(Cl)cc1 | 1.2% | -6.6% | -7.4% | -0.6% | 0.1 | -4.8% | 1.5% | 6.4% | -1.1% |
| O=C(C[n+]1cc(Br)cc2ccccc21)c1ccccc1 | 4.4% | -4.8% | 0.9% | ? | 0.7 | -12.0% | ? | 3.2% | -10.9% |
| CCOc1cc(C)c(Cl)cc1S(=O)(=O)N1CCCC1 | 1.8% | -11.9% | -3.4% | -0.6% | -6.8 | 9.0%[57.1 µM] | 4.6% | 47.4% | 11.0%[57.1 µM] |
| O=c1n(-c2cccc(Cl)c2)c(=O)n2n1CCC2 | 12.2% | 5.5% | -2.6% | 0.5% | -6.9 | 5.5% | -1.0% | 14.1% | 14.3% |
| CC(C)CN(CCCNC(=O)CN1C(=O)COc2ccc(S(=O)(=O)N3CCCC3)cc21)CC(C)C | -3.9% | -1.8% | 2.1% | -3.9% | -6.0 | -8.2% | -1.8% | 3.6% | -7.6% |
| COc1ccc(NC(=O)C2CCCCN2N)cc1OC (stereo not drawn) | 0.6% | -19.3% | -3.7% | -3.1% | 8.6 | 12.7%[57.1 µM] | -2.8% | -19.0%[11.4 µM] | -16.8% |
| Cc1nc2cc(-n3ccc(=O)cc3)ccc2n1-c1ccccc1 | -2.0% | -14.2% | 0.8% | 1.5% | -4.8 | 6.7% | -10.3% | -15.3% | 22.1% |
| CCCCNC(=O)c1cccc2c(=O)c(C)c(-c3ccccc3)oc12 | 0.8% | -9.6% | -3.8% | -2.9% | -8.7 | -10.1% | -7.8% | 1.5% | -14.4% |
| O=C(NCCC1=CCCCC1)c1cnccn1 | -1.6% | -1.0% | -2.9% | 1.2% | 1.6 | 2.0% | . | 3.1% | -25.6% |
| COc1ccccc1N1CC(C(=O)NCC2COc3ccccc3O2)CC1=O (stereo not drawn) | -3.2% | -13.7% | -2.4% | -3.6% | -4.2 | 6.2% | -0.1% | 4.1% | 11.3% |
| O=C(N/N=C/c1coc2ccccc2c1=O)c1ccccc1Br | 2.3% | -3.7% | -0.9% | -2.0% | -2.2 | -0.8% | -13.2% | -17.8% | 7.6% |
| NC(=O)CSc1nc2ccc(NC(=O)COc3ccccc3)cc2s1 | 3.7% | -3.9% | -1.5% | 1.2% | -9.7 | -11.6% | 0.2% | -1.0% | -4.1% |
| Cc1cc(=O)oc2c3c(cc(OCC(=O)NC4CC4)c12)OC(C)(C)CC3 | -5.3% | -0.6% | -0.8% | -1.3% | -5.6 | 405.9%[activator] | 5.7% | 5.0% | 14.6% |
| O=C(c1sccc1-c1ccccc1)N1CCN(S(=O)(=O)c2ccccc2F)CC1 | -4.0% | -5.2% | -1.7% | 2.5% | -4.0 | -11.9% | -1.7% | -9.2% | -8.2% |
| Cc1ccn2c(=O)nc(SCc3cccc(C(F)(F)F)c3)nc2c1 | 0.0% | -13.5% | -2.3% | -4.7% | -5.1 | 2.5% | -0.3% | -6.6% | 16.3% |
| CC(C)c1ccc(S(=O)(=O)/N=C2/C=C(Sc3ncn[nH]3)C(=O)c3ccccc32)cc1 | 19.8% | 1.78µM* | -14.4% | ? | 37.9 | 14.1µM* | ? | ? | ? |
| O=C(O)Cc1ccc(NC(=O)c2cccc(NC(=O)c3ccco3)c2)cc1 | -4.3% | -14.8% | -1.0% | 0.0% | -10.6 | -0.7%[57.1 µM] | 10.6% | 3.1% | 1.4%[57.1 µM] |
| O=C(Nc1cccnc1)c1cc(-c2ccc(Br)cc2)nc2ccccc12 | 0.9% | ? | 0.0% | -1.3% | -6.2 | -5.5% | -0.7% | -12.3% | 4.9% |
| CC1=C(C(=O)N(C)C)CC(CC(=O)NCCCCc2ccccc2)C(=O)N1Cc1ccc(F)cc1 (stereo not drawn) | 8.8% | -26.8% | -2.6% | -0.8% | 1.0 | . | -0.3% | . | . |
| CCC(C)NC(=O)c1ccccc1NC(=O)c1ccc(CSc2ccccc2)cc1 (stereo not drawn) | -2.4% | -21.6% | -8.9% | 0.8% | -7.2 | -3.9% | -12.5% | -2.2% | -0.9% |
| CCN(CC(=O)Nc1ccccc1OC)C(=O)CC1CC2CCC1C2 (stereo not drawn) | 5.1% | -3.9% | -6.5% | -2.9% | 0.4 | 4.0% | 4.7% | -12.8% | 6.9% |

By substructure, those above containing an aryl thioether with sulfur outside any ring.
| mol | IDH1 R132H inh | USP1 inh | Glioma ERSR ind | Vif-APOBEC3G blk | LDHA block | TrxR1 substrate | Vif-APOBEC3F blk | RGS4 inh | TrxR1 inh |
| --- | --- | --- | --- | --- | --- | --- | --- | --- | --- |
| Cc1ccccc1NC(=O)CSc1nc(=O)n(CCN2CCOCC2)c2c1CCCC2 | 3.1% | -15.3% | -3.1% | -0.7% | -3.4 | 8.8% | -7.9% | 9.5% | 20.3% |
| NC(=O)CSc1nc2ccc(NC(=O)COc3ccccc3)cc2s1 | 3.7% | -3.9% | -1.5% | 1.2% | -9.7 | -11.6% | 0.2% | -1.0% | -4.1% |
| Cc1ccn2c(=O)nc(SCc3cccc(C(F)(F)F)c3)nc2c1 | 0.0% | -13.5% | -2.3% | -4.7% | -5.1 | 2.5% | -0.3% | -6.6% | 16.3% |
| CC(C)c1ccc(S(=O)(=O)/N=C2/C=C(Sc3ncn[nH]3)C(=O)c3ccccc32)cc1 | 19.8% | 1.78µM* | -14.4% | ? | 37.9 | 14.1µM* | ? | ? | ? |
| CCC(C)NC(=O)c1ccccc1NC(=O)c1ccc(CSc2ccccc2)cc1 (stereo not drawn) | -2.4% | -21.6% | -8.9% | 0.8% | -7.2 | -3.9% | -12.5% | -2.2% | -0.9% |

Screening data: PubChem, National Center for Advancing Translational Sciences (NCATS)
